High-throughput results from PubChem BioAssay.
DDE Tn6 FP inh: disrupts Tn6 cyclic peptide binding to fibrin D-Dimer-E complex; 370,000 tested, 0.21% active; inhibition, % at 8.3 µM; AID 720509; Fibrin DD(E) TRITC-Tn6 fluorescence polarization displacement; P02675;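 active means inhibition above a per-campaign cutoff: mean of compounds within control limits plus 3 SD, cut at about 15% in these data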;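 further: 0% = median of all compound wells on the plate and 100% = blocking peptide control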
Target sequence (P02675 whole entry, looked up): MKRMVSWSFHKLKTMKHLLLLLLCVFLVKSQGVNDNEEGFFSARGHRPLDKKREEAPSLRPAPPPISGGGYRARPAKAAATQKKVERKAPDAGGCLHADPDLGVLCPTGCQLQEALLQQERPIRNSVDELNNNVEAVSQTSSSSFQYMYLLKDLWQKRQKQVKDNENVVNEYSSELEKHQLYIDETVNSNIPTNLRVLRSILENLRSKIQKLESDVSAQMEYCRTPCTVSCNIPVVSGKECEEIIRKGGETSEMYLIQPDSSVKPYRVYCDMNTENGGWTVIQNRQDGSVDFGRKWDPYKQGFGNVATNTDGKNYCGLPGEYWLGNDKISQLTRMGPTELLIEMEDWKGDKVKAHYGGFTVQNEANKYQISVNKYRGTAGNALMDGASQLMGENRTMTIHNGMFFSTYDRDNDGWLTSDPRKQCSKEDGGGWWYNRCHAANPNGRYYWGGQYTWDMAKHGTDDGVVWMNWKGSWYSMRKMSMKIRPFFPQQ
KLK7 zymogen act: activates the human kallikrein-7 zymogen | P49862 | purified proKLK7, EDANS-DABCYL substrate fluorescence; 100% is mature enzyme control, 0% vehicle | activation, % at 7 µM | 370,000 tested, 0.9% active | AID 652039;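 active means activation above the mean of all tested compounds plus 3 SD, computed per campaign excluding outliers beyond control limits, cut at about 13% in these data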
rCAG RNA binder: binds r(CAG) RNA repeats | r(CAG) RNA repeat, TO-PRO-1 dye displacement fluorescence | inhibition, % at 3 µM | 370,000 tested, 1.3% active | AID 651821;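 active means inhibition above the plate cutoff, the mean of all test compounds on that plate plus 3 SD, cut at about 35% in these data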;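 further: 0% = DMSO alone and 100% = 100 µM mitoxantrone as full dye displacement; higher means more dye released from RNA so lower well fluorescence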
ADAM10 inh: inhibitors of human ADAM10. recombinant ADAM10, EDANS/DABCYL FRET peptide cleavage, 3 h. inhibition, % at 7 µM. 370,000 tested, 0.62% active;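 active means inhibition above a per-campaign cutoff equal to the mean of compounds falling between control-based bounds plus 3 SD, cut at about 20% in these data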;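 further: 0% = DMSO wells while the 100% control is not disclosed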
Target sequence (O14672 214-748 limits assumed): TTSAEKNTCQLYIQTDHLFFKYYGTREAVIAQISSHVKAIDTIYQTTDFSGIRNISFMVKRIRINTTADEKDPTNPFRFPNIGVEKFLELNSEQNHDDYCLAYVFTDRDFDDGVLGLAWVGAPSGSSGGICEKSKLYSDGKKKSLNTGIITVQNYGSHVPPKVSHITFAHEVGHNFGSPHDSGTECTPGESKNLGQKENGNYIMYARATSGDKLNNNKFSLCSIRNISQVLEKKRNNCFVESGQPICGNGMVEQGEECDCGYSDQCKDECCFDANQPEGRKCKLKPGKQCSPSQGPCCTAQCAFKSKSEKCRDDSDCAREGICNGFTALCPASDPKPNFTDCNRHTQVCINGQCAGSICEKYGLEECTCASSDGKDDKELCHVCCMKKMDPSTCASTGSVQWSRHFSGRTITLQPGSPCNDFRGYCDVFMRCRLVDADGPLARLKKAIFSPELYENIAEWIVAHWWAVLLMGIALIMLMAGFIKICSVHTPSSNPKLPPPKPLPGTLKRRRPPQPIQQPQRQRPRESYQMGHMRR
ARFGAP1 inhibitor: inhibits rat ARF GTPase activating protein 1 | Q62848 | Arfgap1-stimulated ARF1 GTP hydrolysis, GDP FP detection | inhibition, % at 16.5 µM | 360,000 tested, 0.26% active | AID 651572;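 active means inhibition above a per-plate limit, mean inhibition of low control wells plus 3 SD, cut at about 25% in these data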;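 further: 0% = DMSO wells with enzyme and 100% = wells lacking Arfgap1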
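Material – truncated rat Arfgap1 GAP domain · Buffer or medium – HEPES-based buffer, pH 7.5 · Reagent – human ARF1(Δ1-17)-GTP substrate · Dosing – 16.5 µM single point, 1.26% DMSO · Schedule – GTP hydrolysis reaction 2 h at 25 °C · Technique – GDP detection by fluorescence polarization · Benchmarks – No-Arfgap1 wells (100%) versus DMSO full-reaction wells (0%) · Repeats – single replicate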
GC-B act: GC-B (human) receptor activation. P20594. HEK293-GC-B cells, CNP EC30, cGMP TR-FRET; 0% at EC30 CNP, 100% saturating CNP. activation, % at 10 µM. 370,000 tested, 0.11% active. AID 1920062;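 active means activation at 10 µM reaching about 35% in either raw or pattern-adjusted values, limit read from the data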
sPLA2-III inh: Inhibits HGIII-sPLA2 liposome hydrolysis, primary screen; Q9NZ20; QFRET BODIPY PC-A2 liposome hydrolysis, fluorescence; inhibition, % at 12.2 µM; 370,000 tested, 0.56% active; AID 743126;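 active means inhibition above mean plus 3 SD of compounds lying within the high and low control bounds, cut at about 19% in these data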;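 further: 0% = median of test compound wells and 100% = no enzyme DMSO wells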
GAA850 FXN act: activators of GAA850 frataxin (FXN) promoter. HEK293 lucGAA850 FXN promoter luciferase reporter, 24 h; percent of 10 µM SAHA response. activation, % at 6 µM. 360,000 tested, 0.56% active. AID 540364;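 active means activation above the average of all compounds screened plus 3 SD, cutoff fixed separately per campaign, cut at about 7.5% in these data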;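 further: 0% = DMSO wells and 100% = 10 µM SAHA wells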
NPR1 activator: GC-A (human) enzyme activation; AID 1671463; 370,000 tested, 0.14% active; activation, % at 10 µM; HEK293 GC-A cells, cGMP TR-FRET, EC30 ANP; 0% at EC30 ANP, 100% saturating ANP; P16066; in the data active means activation above about 40%
ASAP1 inh: inhibitors of human ASAP1 ArfGAP activity; Q9ULH1; ASAP1-stimulated ARF1 GTP hydrolysis, GDP FP detection; inhibition, % at 16.5 µM; 360,000 tested, 0.19% active; AID 624377; in the data active means inhibition above about 25%;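 further: 0% = vehicle with enzyme and substrate and 100% = no enzyme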
Numbers without * were called inactive; . = no result given. Random draw from the library; 4.5% or so of the library scored in one or more.

Below each SMILES: NPR1 activator	GAA850 FXN act	sPLA2-III inh	ASAP1 inh	rCAG RNA binder	KLK7 zymogen act	GC-B act	ADAM10 inh	DDE Tn6 FP inh	ARFGAP1 inhibitor
[1] CCOC(=O)c1ccc(NC(=O)CN2C(=O)NC3(CCCCCCC3)C2=O)cc1
→ -3	1.0	-9	-3	-1	0.3	2	-8	0	6
[2] COc1ccccc1NC(=O)c1ccc(-c2ccccc2F)o1
→ -2	4.2	-7	-3	5	-0.8	4	9	-8	-2
[3] CCC1CCCCN1CCCNC(=O)c1ccc(CS(=O)(=O)Cc2ccc(Cl)cc2)o1 (stereo not given)
→ 5	-3.3	4	-3	-4	-0.1	0	0	0	-7
[4] CCN(CC1CCCO1)C(=O)c1cc(COc2ccc(F)cc2F)on1 (stereo not given)
→ 4	0.1	-3	9	-8	-0.3	1	-2	-7	3
[5] COc1ccc(S(=O)(=O)N2CCCN(CC(=O)Nc3cc(NC(C)=O)ccc3OC)CC2)cc1
→ -2	0.4	-7	5	-8	0.9	-4	9	1	3
[6] O=C(Cc1coc2ccc3ccccc3c12)NCc1cccs1
→ 0	3.1	-9	-5	7	1.1	-7	-1	4	-11
[7] CC(C)(C)OC(=O)NCC1CCC(C(=O)NC[C@H](CC(=O)O)c2ccc(Cl)cc2)CC1 (stereo not given in full)
→ -5	1.7	-1	5	-2	0.3	2	7	1	7
[8] COc1ccc(C(=O)OC2C(OC)OCC(O)C2O)cc1 (stereo not given)
→ 0	-0.3	3	6	1	-0.7	-3	-6	-14	4
[9] Cc1ccc(C(=O)NC(=S)/C=C2\N(C)c3ccccc3C2(C)C)cc1
→ -1	-1.4	30*	6	-3	0.7	-6	16	-4	-16
[10] CCCc1cc(=O)n2[nH]c(NCc3ccccc3F)nc2n1
→ 2	0.2	-3	5	3	-0.5	0	5	-3	-3
[11] Cc1ccc(C)c(S(=O)(=O)N(C)C2CCS(=O)(=O)C2)c1 (stereo not given)
→ -1	0.5	9	10	-4	0.2	5	-12	-2	9
[12] CN1CCN(CC(=O)Nc2cc(S(=O)(=O)N3CCOCC3)ccc2Cl)CC1
→ -2	-1.5	-8	5	-3	-0.2	-4	1	5	7
[13] Cc1onc(-c2ccccc2)c1C(=O)N1CCCCCC1
→ -3	3.0	-4	7	-1	0.1	0	0	-1	-5
[14] Cc1nc(N2CCN(C)CC2)[nH]c(=O)c1Cc1cccc2ccccc12
→ 0	5.0	0	-4	0	-0.5	-4	12	10	4
[15] CCOc1ccc(N(C)S(=O)(=O)c2ccc3[nH]cc(C(=O)NCC(OC)OC)c(=O)c3c2)cc1
→ -2	2.0	-18	12	15	-0.5	-4	-7	2	3
[16] CC1CN(CCN2CC(C)N(C=O)CC2C)C(C)CN1C=O (stereo not given)
→ 4	0.4	18	3	1	-0.2	0	-25	2	7
[17] COC(=O)[C@@H]1C[C@@]2(O)[C@@H](O)[C@@H](O)[C@@H](O)C[C@H]2N1CC(c1ccccc1)c1ccccc1
→ -2	1.6	3	0	-4	-0.1	-12	-1	1	16
[18] COc1cc(/C=N/NC(=O)c2cc(-c3ccccc3Cl)nc3ccccc23)cc(OC)c1O
→ 14	-1.5	-10	-2	16	-0.9	6	6	-1	15
[19] O=C(O)CCCC(=O)Nc1nc(-c2ccccc2)cs1
→ -1	0.0	3	-7	3	0.7	-1	4	-4	12
[20] COC(=O)c1c(NC(=O)c2cccnc2)sc(C(=O)N(C)C)c1C
→ 2	0.7	6	-1	-2	-0.1	-5	9	6	-1
[21] COc1ccc(CN(C(=S)Nc2ccccc2)C2CC(=O)N(c3ccc(Cl)cc3)C2=O)cc1 (stereo not given)
→ -1	-0.4	-11	11	3	0.5	-1	2	-4	1
[22] O=C(c1ccc(F)cc1)C1CCN(C(=O)c2ccc(F)cc2)CC1
→ 0	-0.5	0	-15	3	-0.2	4	-7	3	6
[23] Cc1cc(NC(=O)c2noc3c2CCc2ccccc2-3)n(-c2ccccc2)n1
→ -6	5.2	-7	5	3	0.3	-11	-10	6	-5
[24] C#CCOc1ccc(CNC[C@H]2O[C@@H](n3ccc(=O)[nH]c3=O)[C@H](O)[C@@H]2O)cc1
→ -1	.	1	1	7	-0.4	-5	1	1	-1
[25] COc1ccc(Cc2nnc(N/N=C/c3ccc(C)o3)[nH]c2=O)cc1
→ -4	-0.8	-2	0	8	-0.6	-4	2	0	9
[26] O=C(Nc1ccc2sc3ccccc3c(=O)c2c1)c1ccccc1Cl
→ 4	2.5	1	5	6	-3.5	5	-7	3	17
[27] COc1ccc(S(=O)(=O)NCc2cc(-c3ccccc3Cl)no2)cc1
→ 2	2.9	2	-7	2	0.3	-4	-3	4	-1
[28] CCn1cc(C(=O)NC(=S)Nc2ccccc2[N+](=O)[O-])cn1
→ 0	-0.4	4	1	-2	0.0	0	1	9	11
[29] O=C(COc1cccc(F)c1)Nc1nc(-c2ccncc2)cs1
→ -4	0.1	-1	0	18	0.7	-1	-15	9	-8
[30] COc1ccc(-c2ccc(C(=O)Nc3cccc(Oc4ccccc4)c3)c3occc23)c(C)c1
→ -6	1.5	-2	-1	11	-11	1	-14	6	5
[31] COc1ccc2c(c1)SCC(=O)N2C
→ 0	0.4	1	3	1	0.3	0	4	-6	4
[32] Cc1ccc(NC(=O)C2CC(O)CN2C(=O)OCc2ccccc2)cc1C (stereo not given)
→ 0	1.2	7	-2	-5	-0.2	2	-7	5	9
[33] COC(=O)Cn1c(Cc2ccccc2)nc2ccccc21
→ 1	2.5	-1	-3	-1	-0.2	0	-4	6	4
[34] Cc1nc2c3ccccc3nc(NNC(=O)CCC(=O)N3CCCC(C)C3)n2n1 (stereo not given)
→ -8	-1.4	3	-2	-4	0.1	-2	0	8	4
[35] O=C(NCc1cccc(Cl)c1)c1cc(COc2ccc3ncccc3c2)on1
→ -5	-2.5	-29	2	0	0.3	-3	2	-5	4
[36] Cn1nc(-c2ccc(Cl)cc2)c2cc(C(=O)NCCCN3CCCC3)sc21
→ -1	2.5	-1	-1	8	1.8	1	-195	10	-4
[37] O=C(/C=C/c1cccs1)N1CCC2(CC1)Oc1ccc(F)cc1C(=O)C21CC(c2ccccc2)=NO1 (stereo not given)
→ -1	-0.5	-6	11	4	-0.1	3	4	1	-5
[38] Cc1noc(C)c1CSc1nc2ccccc2n1CCc1ccccc1
→ -8	3.7	-2	3	-6	0.1	-6	17	-1	-16
[39] OCCCNc1ncnc2scc(-c3ccc(Cl)cc3)c12
→ -14	-4.7	5	7	-8	-0.7	-10	3	-5	-9
[40] O=C(Cc1csc(Nc2nc(=S)[nH]c3ccccc23)n1)N1CCN(c2cccc(C(F)(F)F)c2)CC1
→ -7	1.0	-6	18	5	-0.1	-1	-6	-4	-2

An excerpt from further up:
Below each SMILES: NPR1 activator	GAA850 FXN act	sPLA2-III inh	ASAP1 inh	rCAG RNA binder	KLK7 zymogen act	GC-B act	ADAM10 inh	DDE Tn6 FP inh	ARFGAP1 inhibitor
[29] O=C(COc1cccc(F)c1)Nc1nc(-c2ccncc2)cs1
→ -4	0.1	-1	0	18	0.7	-1	-15	9	-8
[30] COc1ccc(-c2ccc(C(=O)Nc3cccc(Oc4ccccc4)c3)c3occc23)c(C)c1
→ -6	1.5	-2	-1	11	-11	1	-14	6	5
[31] COc1ccc2c(c1)SCC(=O)N2C
→ 0	0.4	1	3	1	0.3	0	4	-6	4
[32] Cc1ccc(NC(=O)C2CC(O)CN2C(=O)OCc2ccccc2)cc1C (stereo not given)
→ 0	1.2	7	-2	-5	-0.2	2	-7	5	9
[33] COC(=O)Cn1c(Cc2ccccc2)nc2ccccc21
→ 1	2.5	-1	-3	-1	-0.2	0	-4	6	4
[34] Cc1nc2c3ccccc3nc(NNC(=O)CCC(=O)N3CCCC(C)C3)n2n1 (stereo not given)
→ -8	-1.4	3	-2	-4	0.1	-2	0	8	4
[35] O=C(NCc1cccc(Cl)c1)c1cc(COc2ccc3ncccc3c2)on1
→ -5	-2.5	-29	2	0	0.3	-3	2	-5	4
[36] Cn1nc(-c2ccc(Cl)cc2)c2cc(C(=O)NCCCN3CCCC3)sc21
→ -1	2.5	-1	-1	8	1.8	1	-195	10	-4
[37] O=C(/C=C/c1cccs1)N1CCC2(CC1)Oc1ccc(F)cc1C(=O)C21CC(c2ccccc2)=NO1 (stereo not given)
→ -1	-0.5	-6	11	4	-0.1	3	4	1	-5
[38] Cc1noc(C)c1CSc1nc2ccccc2n1CCc1ccccc1
→ -8	3.7	-2	3	-6	0.1	-6	17	-1	-16
[39] OCCCNc1ncnc2scc(-c3ccc(Cl)cc3)c12
→ -14	-4.7	5	7	-8	-0.7	-10	3	-5	-9

Additional records:
Below each SMILES: NPR1 activator	GAA850 FXN act	sPLA2-III inh	ASAP1 inh	rCAG RNA binder	KLK7 zymogen act	GC-B act	ADAM10 inh	DDE Tn6 FP inh	ARFGAP1 inhibitor
[41] CCn1c(COc2ccccc2C)nnc1SCC(=O)OC
→ -1	1.5	0	-16	-2	-0.2	1	-2	-1	-6
[42] c1cncc(-c2nc3ccccc3[nH]2)c1
→ 2	1.4	11	1	-4	-0.5	-3	-9	1	2
[43] O=[N+]([O-])c1cccc(-c2ccc(SCc3cccnc3)nn2)c1
→ 1	4.7	-2	4	-1	0.4	-2	14	-10	7
[44] COc1ccc(-n2nc(C(=O)NCC(=O)NC(C)C)c3ccccc3c2=O)cc1Cl
→ 4	3.1	6	12	5	0.1	0	-7	4	7
[45] CCN(C)C1CN(Cc2cn(Cc3ccc(OC)cc3)nn2)S(=O)(=O)C1 (stereo not given)
→ 0	.	6	8	0	-0.1	0	-2	8	0
[46] CCc1nc2ccccc2c(NC(=O)CN2CCC(C)CC2)c1C
→ 2	-1.5	2	-8	-9	-0.2	4	-2	7	-2
[47] O=C(/C=C/c1ccc(Cl)cc1)NCc1ccncc1
→ 7	1.0	5	11	-2	0.3	-3	-2	1	-1
[48] CCOc1ccc(Cl)cc1S(=O)(=O)N1CCC(C(=O)NCc2ccncc2)CC1
→ 0	-1.1	-1	-11	3	0.0	2	2	3	-4
[49] NC(=O)C1CCN(C(=O)Cc2ccc(-c3ccccc3)cc2)CC1
→ 14	2.8	9	-8	10	-0.2	3	3	-1	5
[50] C[C@H](CO)N1C[C@H](C)[C@@H](CN(C)C(=O)NC2CCCCC2)Oc2ccc(NC(=O)NC3CCCCC3)cc2C1=O
→ 3	0.1	-3	-4	1	-0.5	-3	5	2	6
[51] CCCc1nn2c(=O)cc(CSCC(=O)Nc3ccccc3)nc2s1
→ -1	-0.1	9	3	0	0.4	3	-5	10	-4
[52] CN(C)N1C(N)=C(C#N)C(c2cccc3ccccc23)C2=C1CC(c1ccccc1)CC2=O (stereo not given)
→ 2	-4.5	-11	-6	6	-2.5	-4	11	-4	0
[53] COc1ccc(COC(=O)c2nc3nc(C)cc(C)n3n2)cc1F
→ -3	0.0	1	-11	2	0.0	0	5	-2	3
[54] CCN(CC)S(=O)(=O)c1cccc(-c2nc3n(n2)Cc2ccccc2-3)c1
→ 2	3.4	6	11	-1	-0.4	5	6	9	-1
